Screens from PubChem.
SKKanGAS inh: S. pyogenes SKKanGAS growth inhibitors in kanamycin, primary screen, streptokinase expression inhibitor project, SKKanGAS strain, BacTiter-Glo luminescence; 6 h; inhibition, % at 7.5 µM; 300,000 compounds, 1.3% hits;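 active means mean replicate score, as percent of positive control median, at least 50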;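 further: strain carries kanamycin resistance gene driven by streptokinase promoter and grows in 40 µg/ml kanamycin; loss of luminescence reflects streptokinase promoter inhibition or plain growth inhibition; 0% = median of DMSO wells and 100% = positive control at its reference dose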
TRPC4 inh: inhibitors of mouse TRPC4 channel, primary screen, Fluo4 calcium, HEK293 TRPC4beta/mu-opioid cells; Short transient receptor potential channel 4 (Mus musculus), Q9QUQ5; DAMGO-evoked Fluo4 calcium flux; stronger effect = lower value; B-score at 10 µM; 300,000 compounds, 0.39% hits; AID 2247, 2010;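 active means B-score over 3 SD under the library average, no early fluorescence shift, positive overall ratio signal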
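Assay system: TRPC4beta/mu-opioid receptor HEK293 cell line; compound dosing: single concentration per test compound; detection: Fluo4 Ca2+ flux fluorescence; evaluation: per-well B score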
MrgX1 antag: antagonists of human MrgX1 receptor, primary screen, HEK293 cells, Fluo-4 calcium flux | Mas-related G-protein coupled receptor member X1 (Homo sapiens), Q96LB2 | BAM8-22 antagonism; stronger effect = lower value | B-score at 10 µM | 310,000 compounds, 1.3% hits | AID 588676, 2011;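 active means calcium-response B-score plate-corrected more than 3 library SD below zero, starting fluorescence within 5 deviations, no agonist response on first addition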;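 further: peak minus trough fluorescence over baseline after final BAM8-22 challenge near maximal dose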
Target sequence (Q96LB2 whole entry, looked up): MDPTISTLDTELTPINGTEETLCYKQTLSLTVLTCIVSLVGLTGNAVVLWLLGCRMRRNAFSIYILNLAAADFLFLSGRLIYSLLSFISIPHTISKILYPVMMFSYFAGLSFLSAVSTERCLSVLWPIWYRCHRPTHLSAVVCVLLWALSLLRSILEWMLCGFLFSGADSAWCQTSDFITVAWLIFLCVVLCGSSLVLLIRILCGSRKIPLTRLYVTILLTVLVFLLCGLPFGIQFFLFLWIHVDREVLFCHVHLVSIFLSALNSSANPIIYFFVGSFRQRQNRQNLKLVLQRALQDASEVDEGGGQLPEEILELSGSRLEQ
Platelet DG rel: inhibitors of platelet dense granule secretion, primary screen, cell-based, MLPCN, human platelets; human platelet-rich plasma, SFLLRN dense granule ATP release, luminescence; inhibition, %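 (compounds screened at 7.5 µM in platelet-rich plasma)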; 300,000 compounds, 0.22% hits; AID 1663, 2009;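 active means mean replicate score, as percent of positive control, at or above 50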
TRPC6 inhibitor: mouse TRPC6 channel inhibitors, primary screen, cell-based, HEK293, membrane potential dye; 310,000 compounds, 1.1% hits; ACh-evoked depolarization; stronger effect = lower value; Short transient receptor potential channel 6 (Mus musculus), Q61143; B-score at 10 µM;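 active means B-score under library mean minus 3 SD, initial fluorescence not abnormally high, positive integrated signal ratio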;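 further: B-score derived from integrated fluorescence ratio over the kinetic read; more negative B-score means stronger inhibition of depolarization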
TRPC6 activator: mouse TRPC6 channel activators, primary screen, cell-based, HEK293, membrane potential dye. Short transient receptor potential channel 6 (Mus musculus), Q61143. HEK293-TRPC6 membrane potential dye fluorescence; stronger effect = higher value. B-score at 10 µM. 310,000 compounds, 0.13% hits. AID 2550, 2010;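 active means B-score of the integrated fluorescence ratio above library mean plus 3 SD, and starting fluorescence ratio within library mean plus 5 SD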;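 further: higher score means more depolarization so channel activation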
HIF activator: HIF pathway transcriptional activators, primary screen, cell-based, U2OS HRE-luciferase, luminescence; U2OS HRE-luciferase reporter; normalized: DMSO 0%, desferrioxamine 100%; activation, % at 7.5 µM (by protocol); 300,000 compounds, 0.32% hits;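 active means mean activation of at least 10% of the iron chelator positive control signal, with at least half of replicates also reaching 10%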
RGS4 block: RGS4 inhibitors, primary screen, cell-based, HEK293 M3R inducible RGS4, calcium flux. Regulator of G-protein signaling 4 (Homo sapiens), P49798. Fluo-4 calcium flux; stronger effect = higher value; triggered by carbachol at its EC20. B-score at 10 µM. 310,000 compounds, 0.45% hits. AID 463165, 2010;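 active means B-score, a plate-corrected calcium signal, over three deviations above library mean, with baseline fluorescence within five deviations of library mean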;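 further: RGS4 expression induced by doxycycline in cells with stable M3 receptor; B-score is computed from the integrated fluorescence ratio over baseline after carbachol; higher B-score means a larger calcium signal and so more RGS4 inhibition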
Target sequence (P49798 whole entry, looked up): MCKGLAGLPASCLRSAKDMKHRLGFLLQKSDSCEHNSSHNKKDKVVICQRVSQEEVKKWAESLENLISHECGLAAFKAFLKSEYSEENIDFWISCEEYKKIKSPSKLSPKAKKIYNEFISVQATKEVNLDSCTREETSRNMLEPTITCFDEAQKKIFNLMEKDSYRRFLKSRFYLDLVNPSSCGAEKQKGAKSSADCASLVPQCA
MrgX1 PAM: positive allosteric modulators of MrgX1, primary screen, HEK293 cells, Fluo-4 calcium flux; Mas-related G-protein coupled receptor member X1 (Homo sapiens), Q96LB2; FDSS; stronger effect = higher value; B-score at 10 µM; 310,000 compounds, 0.63% hits; AID 588675, 2011;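 active means plate-corrected calcium response at least 3 library SD above typical, normal starting fluorescence, not activating the receptor alone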;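 further: compound read alongside a low EC10 to EC30 dose of BAM8-22 agonist; peak minus trough fluorescence over baseline measured at the second addition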
MrgX1 ag: agonists of human MrgX1 receptor, primary screen, HEK293 cells, Fluo-4 calcium flux; Mas-related G-protein coupled receptor member X1 (Homo sapiens), Q96LB2; Fluo-4 calcium fluorescence, agonist mode; stronger effect = higher value; B-score at 10 µM; 310,000 compounds, 0.44% hits;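 active means calcium response B-score plate-corrected fluorescence ratio at least 3 library SD, with starting fluorescence B-score inside 5 SD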
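times = overnight plating, then 30 min 37 °C plus 30 min room-temperature dye loading | assay system = stable human MrgX1 HEK293 cell line | input = fifteen thousand cells per well | signal = kinetic calcium dye fluorescence, Fluo-4 NW | dosing = compound delivered in addition one of three | read-out = B-scored fluorescence response ratio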
RGS4 act: RGS4 potentiators or activators, primary screen, cell-based, HEK293 M3R inducible RGS4, calcium flux; carbachol calcium flux Fluo4; stronger effect = lower value; B-score at 10 µM; 310,000 compounds, 0.92% hits;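 active means B-score of the integrated calcium signal more than 4 SD below the library mean, with starting fluorescence not abnormally high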;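 further: negative B-score means reduced calcium response which marks RGS4 activation or potentiation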
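Material: M3R-expressing HEK293 line, RGS4 induced by doxycycline | Schedule: Overnight RGS4 induction, 30 min dye load 37 °C, 20 min compound RT | Measured by: Fluo4 fluorescence kinetic imaging of calcium | Read-out: Integrated calcium ratio converted to B score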
The depositor's hits bear a star; i = inactive; . = not tested or not shown.

Molecule	MrgX1 PAM	TRPC6 activator	MrgX1 antag	HIF activator	SKKanGAS inh	RGS4 block	TRPC6 inhibitor	RGS4 act	Platelet DG rel	TRPC4 inh	MrgX1 ag
COc1cccc(CN2CC(C(=O)N(C)Cc3ccc(C)cc3)CCC2=O)c1 (configuration not stated)	i	i	i	1.1	-2	i	i	i	-4	i	i
CCC(C)NC(=O)CSc1nc2ccccc2c(=O)n1CCCN1CCCCC1 (configuration not stated)	i	i	i	1.2	1	i	i	i	-2	i	i
COC(=O)c1c(C(=O)OC)c(-c2ccc(OC)cc2)n2c1CS(=O)C2 (configuration not stated)	i	i	i	-13	-1	i	i	i	2	i	i
O=C(Nc1nnc(SCC(=O)N2CCCCC2)s1)C1CCCCC1	i	i	i	-0.1	1	i	i	i	4	i	i
CS/C(=C\[N+](=O)[O-])Nc1ccc(C)cc1	i	i	i	0.0	1	i	i	i	1	i	i
O=C(N/N=C/c1c(F)c(F)c(F)c(F)c1F)c1ccc(Cn2cc(Br)cn2)o1	i	i	i	-1.6	-7	i	i	i	-2	i	i
COCCNC(=O)c1ccccc1-c1ccccc1C(=O)O	i	i	i	0.0	-2	i	i	i	6	i	i
Cc1cc(C(=O)CNCc2ccco2)c(C)n1-c1ccc(F)cc1	i	i	i	0.9	12	i	i	i	0	i	i
Cc1ccc2c(Cl)c(C(=O)NCc3cccnc3)sc2c1	i	i	i	0.6	-4	i	i	i	-5	i	i
COc1ccccc1NC(=O)N1CCC(C(=O)c2ccc(Cl)cc2)CC1	i	i	i	1.4	-5	i	i	i	-8	i	i
COc1ccc(NC(=O)CN(C)C2CCCCC2)c([N+](=O)[O-])c1	i	i	i	-0.1	1	i	i	i	-11	i	i
Cn1cc(/C=C(\C#N)C(=O)Nc2ncc(Cc3ccc(Cl)cc3)s2)c2ccccc21	i	i	i	-0.2	5	i	i	i	0	i	i
O=S(=O)(c1ccccc1)N1CCC(O)(CN2CCN(c3ccccc3)CC2)CC1	i	i	i	-2.2	0	i	i	i	-2	i	i
Cc1cc(NC(=O)CSCC(=O)Nc2nc3ccccc3[nH]2)no1	i	i	i	0.4	-10	i	i	i	-8	i	i
O=C(c1ccc(F)cc1)c1cn[nH]c1-c1ccccc1O	i	i	i	-0.1	4	i	i	i	10	i	i

Molecule	MrgX1 PAM	TRPC6 activator	MrgX1 antag	HIF activator	SKKanGAS inh	RGS4 block	TRPC6 inhibitor	RGS4 act	Platelet DG rel	TRPC4 inh	MrgX1 ag
COCCn1nnnc1CN1CCC(NC(=O)c2ccc(Br)cc2)CC1	i	i	i	-1.9	-1	i	i	i	6	i	i
OC(c1ccccc1)(c1ccc(F)cc1)C(c1ccccc1)N1CCOCC1 (configuration not stated)	i	i	i	-0.2	12	i	i	i	3	i	i
O=C1c2ccsc2SCCN1Cc1c(F)cccc1Cl	i	i	i	-5.9	-1	i	i	i	4	i	i
CCN1C(=O)CC(C(=O)Nc2ccc(F)cc2)SC1=Nc1ccc2c(c1)OCO2 (configuration not stated)	i	i	i	-0.2	8	i	i	i	-1	i	i
CCC(=O)Nc1cccc(C(=O)Nc2nccs2)c1	i	i	i	1.8	0	i	i	i	-3	i	i
Cc1ccc(-n2c(C)cc(C(=O)COC(=O)c3ccc[nH]c3=O)c2C)cc1	i	i	i	1.2	4	i	i	i	9	i	i
Cc1cc(NC(=O)CSc2nnc3c(C)cc4c(C)ccc(C)c4n23)no1	i	i	i	-0.1	-2	i	i	i	-4	i	i
O=c1ccc(OCCOc2ccccc2)nn1-c1ccccc1	i	i	i	-0.5	-14	i	i	i	1	i	i
Cc1ccc(C2CC2C(=O)NNC(=S)Nc2cccc(Cl)c2)cc1 (configuration not stated)	i	i	i	-0.2	5	i	i	i	9	i	i
CNC(=S)N1CCC(c2nc3ccccc3s2)CC1	i	i	i	1.8	14	i	i	i	7	i	i
CC1CCN(c2nc3c(c(=O)n(C)c(=O)n3C)n2CCSc2nc3ccccc3o2)CC1	.	i	.	.	5	i	i	i	1	i	.
CCOC(=O)c1ccc(-n2c(C)nc3c(cnn3-c3ccc(Cl)cc3)c2=O)cc1	i	i	i	-0.4	8	i	i	i	-1	i	i
Cc1ccccc1NC(=S)NCc1cccn1C	i	i	i	0.3	6	i	i	i	12	i	i
CN1C(=O)c2ccc(C(=O)NCc3ccccc3)cc2C1=O	i	i	i	0.0	-16	i	i	i	-6	i	i
O=C(O)CSc1cc(C(=O)c2ccccc2O)cn2c(=O)c3c4c(sc3nc12)CCCC4	.	i	.	0.5	7	i	i	i	-13	i	.

Molecule	MrgX1 PAM	TRPC6 activator	MrgX1 antag	HIF activator	SKKanGAS inh	RGS4 block	TRPC6 inhibitor	RGS4 act	Platelet DG rel	TRPC4 inh	MrgX1 ag
COc1cc(/C=C2\SC(=S)N(NS(=O)(=O)c3ccccc3)C2=O)cc(OC)c1OC	i	i	i	0.1	18	i	i	i	1	i	i
COc1ccc(N2CC(C(=O)Nc3nnc(SCC(=O)NCc4ccco4)s3)CC2=O)cc1 (configuration not stated)	i	i	i	0.3	7	i	i	i	45	i	i
COc1ccccc1-c1nc(C#N)c(N2CCC(C(N)=O)CC2)o1	i	i	i	-0.1	12	i	i	i	-3	i	i
Cc1n[nH]c(=S)n(NC(=O)CC(=O)Nn2c(=S)[nH]nc(C)c2=O)c1=O	i	i	i	-0.2	-1	i	i	i	-6	i	i
Cc1nn(C)c(-c2n[nH]c(=S)n2Cc2ccco2)c1Cl	i	i	i	0.0	-1	i	i	i	-9	i	i
CCOc1ccc(Br)cc1S(=O)(=O)N1CCSC1	i	i	i	-0.5	7	i	i	i	-2	i	i
CCC(C)NC(=O)c1cc(-c2cccs2)nc2ccccc12 (configuration not stated)	i	i	i	-15	-6	i	i	i	0	i	i
Cc1ccnc(NC(=O)CSc2nnc3c(n2)[nH]c2ccccc23)c1	i	i	i	1.8	-1	i	i	i	1	i	i
CCN1CCc2c(OCc3ccc(C(=O)OC)o3)cccc2C1=O	i	i	i	-0.3	-3	i	i	i	5	i	i
N#Cc1cc(C(=O)c2cc(Br)ccc2O)cn(C2CC2)c1=O	i	i	i	-0.1	2	i	i	i	2	i	i
COc1ccc2nc3oc(C(=O)N4CCN(c5cccc(Cl)c5)CC4)cc3cc2c1	i	i	i	-1.8	27	i	i	i	-5	i	i
O=C(NC(=O)c1cccc(F)c1)OC[C@@H]1CCCN2CCCC[C@H]12	i	i	i	-0.2	3	i	i	i	33	i	i
Cc1cc(O)cc(O)c1C(=O)Cc1cscn1	i	i	i	0.1	-1	i	i	i	-8	i	i
C/C(=N/NC(=O)CNC(=O)c1ccco1)c1ccc(Cl)cc1	i	i	i	-0.2	4	i	i	i	7	i	i
CCCCN(Cc1cc2cc(OC)ccc2[nH]c1=O)C(=O)c1ccccn1	i	i	i	-0.2	-11	i	i	i	-78	i	i

Molecule	MrgX1 PAM	TRPC6 activator	MrgX1 antag	HIF activator	SKKanGAS inh	RGS4 block	TRPC6 inhibitor	RGS4 act	Platelet DG rel	TRPC4 inh	MrgX1 ag
CCOC(=O)c1[nH]c(C)c(/C(O)=C2\C(=O)C(=O)N(CCCn3ccnc3)C2c2ccncc2)c1C (configuration not stated)	i	i	i	.	0	i	i	i	.	i	i
O=C(COC(=O)CCOc1ccccc1)Nc1cc(S(=O)(=O)N2CCCCC2)ccc1Cl	i	i	i	-0.2	-10	i	i	i	-2	i	i
O=C(CN1CCN(C(=O)c2ccccc2)CC1)Nc1ccccc1	i	i	i	-4.1	-7	i	i	i	-5	i	i
C=CCn1c(SCC(=O)Nc2ccc(F)cc2)nc2cc(C(=O)O)ccc2c1=O	i	i	i	0.4	0	i	i	i	-4	i	i
CC1=C(C(=O)OCC(C)C)C(c2cc3c(cc2Br)OCO3)NC(=O)N1C (configuration not stated)	i	i	i	-0.1	-12	i	i	i	-5	i	i
CCS(=O)(=O)N1Cc2ccccc2CC1C(=O)NCCc1ccccc1 (configuration not stated)	i	i	i	2.0	-9	i	i	i	1	i	i
COc1cc(C2=NOC(C(=O)NCc3cccnc3)C2)cc(OC)c1OC (configuration not stated)	i	i	i	-2.9	-4	i	i	i	-9	i	i
COc1ccc(NC(=O)n2nc(OC(=O)c3cccs3)cc2N)cc1	i	i	i	2.8	-1	i	i	i	-4	i	i
O=c1cc(-c2ccccc2)nc2n1Cc1ccccc1-2	i	i	i	0.5	3	i	i	i	3	i	i
Cc1ccc(S(=O)(=O)NCC(=O)OCc2nnc(-c3ccccc3)o2)cc1	i	i	i	0.0	21	i	i	i	1	i	i
Cc1[nH]ccc(=O)c1OCc1ccccc1	i	i	i	-0.4	-1	i	i	i	2	i	i
O=S(=O)(c1ccc(Cl)cc1)c1nc(-c2ccco2)oc1N1CCCCC1	i	i	i	0.3	12	i	i	i	-2	i	i
O=C(Cn1cnc2c(cnn2-c2ccccc2)c1=O)OCc1ccccc1	i	i	i	3.5	-10	i	i	i	10	i	i
COc1ccc(C(=O)Nn2c(SCC(=O)c3ccccc3)nc3ccccc3c2=O)cc1	i	i	i	-1.7	16	i	i	i	-1	i	i
Cc1cc(C)n(CC(=O)NNC(=O)C2CC(=O)N(Cc3ccccc3Cl)C2)n1 (configuration not stated)	i	i	i	0.3	11	i	i	i	-1	i	i
CCOC(=O)CCC(NC(=O)c1ccc(NCN2C(=O)c3ccccc3C2=O)cc1)C(=O)OCC (configuration not stated)	i	i	i	-0.7	-8	i	i	i	0	i	i
